Screening results as filed in PubChem.
HEK293 tox: qHTS of GLP-1 Receptor Inverse Agonists: Cytotox Screen; HEK293 cAMP-luciferase reporter cells, luminescence, 24 h; Potency, µM (highest dose often 38.3 µM), inactives show at the highest dose activity change, negative = inhibition, usual class: inhibitors; 410,000 tested, 0.13% active; AID 624418, 2012;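 further: loss of luciferase light is scored as toxicity; potency means the concentration at half of the fitted maximal effect; on the % scale 0 is the no-effect control and ±100 the full control effect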
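Luminescence readout: signal drop marks cytotoxicity. Plated cells grew 12 h at 37 °C, 5% CO2, received 23 nL compound for 24 h, then got luciferase reagent, read after 12 min at RT.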
IL2 activator: qHTS of IL-2 Activators; IL-2 activation reporter assay, cell-based qHTS; stimulated with anti-CD3/CD4/CD28 beads; in transgenic mouse T cells; activation, % (series mostly up to about 46 µM); 360,000 tested, 0.065% active; in the data active means activation above about 50%; inconclusive means mostly about 30% to 49%; further: 0% is about no effect
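Using fluorescent plate cytometry, EGFP and DsRed are detected in transgenic mouse T cells stimulated 18 h at 37 degrees C with antibody-coated beads after 60 min compound pretreatment.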
PI5P4K alpha inh: qHTS for Inhibitors of phosphatidylinositol 5-phosphate 4-kinase (PI5P4K); AID 652105, 2013; PI5P4Kalpha enzyme, ADP-Glo luminescence, 60 min; stronger effect = lower value; max response, %; 330,000 tested, 1.2% active; Phosphatidylinositol 5-phosphate 4-kinase type-2 alpha (Homo sapiens), P48426; active means max response of -50% or lower; inconclusive means between -30% and -50%; inactive means -30% or higher; further: value at the top dose of about 77 µM; on the % scale 0 is the no-effect control and ±100 the full control effect
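Human PI5P4Kalpha with substrate in 0.038 M HEPES pH 7.4, 0.28 mM EGTA, 0.1% CHAPS, 5% DMSO; reaction started with 5 microM ATP (final), 60 min at room temperature. ADP formed read by ADP-Glo luminescence.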
EPAC1 antagonist: qHTS for Antagonist of cAMP-regulated guanine nucleotide exchange factor 3 (EPAC1): primary screen | Rap guanine nucleotide exchange factor 3 (Homo sapiens), O95398 | EPAC1 GEF assay, Rap1b-BODIPY-GDP exchange fluorescence | Potency, µM (doses to about 115 µM), for inactives: top-dose activity change, negative = inhibition, usual class: inhibitors | 360,000 tested, 0.14% active;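 further: potency means the concentration at half of the fitted maximal effect; plate controls were vehicle for no effect and positive control for full effect; nearly all actives have a fitted effect of over 50% in size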
PTHR1 ag: qHTS for PTHR1 Agonists: Primary Screen; HEK293 GP2 PTHR1 cells, GloSensor cAMP luminescence, 1 h; AID 743266, 2014; Parathyroid hormone/parathyroid hormone-related peptide receptor (Homo sapiens), Q03431; 410,000 tested, 0.075% active; Potency, µM (series often up to 115 µM), for the others: top-dose activation, actives largely listed as activators; further: potency means the concentration at half of the fitted maximal effect; nearly all actives have a fitted effect of over 55% in size; some results filed as inactive show a strong effect at the top dose; inactives centre near -15; many of its hits are not listed in these tables
Target sequence (Q03431 whole entry, looked up): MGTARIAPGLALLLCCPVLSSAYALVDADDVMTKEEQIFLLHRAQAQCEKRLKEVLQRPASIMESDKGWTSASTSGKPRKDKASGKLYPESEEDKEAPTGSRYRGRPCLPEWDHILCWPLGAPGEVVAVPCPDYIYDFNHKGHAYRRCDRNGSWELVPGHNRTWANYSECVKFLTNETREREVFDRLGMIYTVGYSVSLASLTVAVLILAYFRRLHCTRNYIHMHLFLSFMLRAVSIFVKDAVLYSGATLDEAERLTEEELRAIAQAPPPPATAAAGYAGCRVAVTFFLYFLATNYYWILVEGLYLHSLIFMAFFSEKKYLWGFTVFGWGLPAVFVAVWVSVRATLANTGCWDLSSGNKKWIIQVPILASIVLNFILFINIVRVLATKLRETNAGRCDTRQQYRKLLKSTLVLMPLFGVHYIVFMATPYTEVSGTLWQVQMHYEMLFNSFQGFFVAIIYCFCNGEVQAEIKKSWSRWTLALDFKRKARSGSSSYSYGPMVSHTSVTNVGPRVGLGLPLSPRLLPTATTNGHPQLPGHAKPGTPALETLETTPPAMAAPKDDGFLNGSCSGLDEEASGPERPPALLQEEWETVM
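HEK-293-derived GP2 cells expressing PTHR1 and a GloSensor cAMP reporter, 3,000/well, plated overnight, given luciferin plus IBMX (each 0.5 mM as added) for 1 h at 37 °C, then compound for 1 h at 37 °C. Luminescence was read after 15 min at room temperature.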
EPAC1 agonist: qHTS for Agonist of cAMP-regulated guanine nucleotide exchange factor 3 (EPAC1): primary screen; EPAC1 agonist qHTS, biochemical assay; response scale: 100% = response to 6.5 mM cAMP; Potency, µM (series often up to 154 µM), for inactives: at the top dose activation, hits mostly activators; 360,000 tested, 0.073% active; Rap guanine nucleotide exchange factor 3 (Homo sapiens), O95398; further: potency means the concentration at half of the fitted maximal effect; nearly all actives have a fitted effect of over 60% in size
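Fluorescent GDP-exchange assay: 100 nM EPAC1 with 250 nM Rap1B preloaded with BODIPY-GDP and 50 uM GDP; compounds tested as concentration series, 5 min at room temperature, then read every 5 min for 30 min (ex 480/em 540 nm); normalized to 6.5 mM cAMP.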
PLK1 PBD block: qHTS for Inhibitors of PLK1-PDB (polo-like kinase 1 - polo-box domain): Primary Screen; Serine/threonine-protein kinase PLK1 (Homo sapiens), P53350; Plk1 PBD binding of FITC phosphopeptide, fluorescence polarization; Potency, µM, for the others: max response, negative = inhibition, most hits filed as inhibitors; 360,000 tested, 2.8% active; further: potency means the concentration at half of the fitted maximal effect; series mostly up to about 57 µM; on the % scale 0 is the no-effect control and ±100 the full control effect; nearly all actives have a fitted effect of over 65% in size
GLP1R inv ag: qHTS of GLP-1 Receptor Inverse Agonists (Inhibition Mode). AID 624417, 2012. Glucagon-like peptide 1 receptor (Homo sapiens), P43220. 410,000 tested, 1.6% active. Potency, µM (top dose mostly 38.3 µM), for the others: at the top dose activity change, negative = inhibition, usual class: inhibitors. HEK293 GLP-1R CRE-luciferase, luminescence, 24 h; GLP-1R form is constitutively active; further: potency means the concentration at half of the fitted maximal effect; on the % scale 0 is the no-effect control and ±100 the full control effect; nearly all actives have a fitted effect of over 55% in size
Target sequence (P43220 whole entry, looked up): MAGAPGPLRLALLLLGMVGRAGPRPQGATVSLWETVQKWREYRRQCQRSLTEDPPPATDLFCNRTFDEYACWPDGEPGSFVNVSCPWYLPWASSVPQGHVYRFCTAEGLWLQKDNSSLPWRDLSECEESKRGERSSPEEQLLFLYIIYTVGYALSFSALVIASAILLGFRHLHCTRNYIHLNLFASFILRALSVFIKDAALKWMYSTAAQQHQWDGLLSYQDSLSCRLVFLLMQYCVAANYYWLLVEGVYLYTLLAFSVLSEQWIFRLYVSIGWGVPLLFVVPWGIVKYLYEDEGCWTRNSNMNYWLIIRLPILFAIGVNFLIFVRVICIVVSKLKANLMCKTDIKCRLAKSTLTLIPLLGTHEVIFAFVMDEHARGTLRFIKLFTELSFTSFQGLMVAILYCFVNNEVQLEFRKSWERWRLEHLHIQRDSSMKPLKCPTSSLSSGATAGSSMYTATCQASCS
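Stable HEK293 clone (constitutively active GLP-1R + cAMP-response luciferase); 200 cells/uL plated, 12 h pre-culture, compound 24 hr, 37 deg C/5% CO2; detection reagent 12 min RT; luminescence.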
GLP-1R agonist: qHTS of GLP-1 Receptor Agonists; Potency, µM (highest dose often 45.6 µM), without a hit: at the highest dose activation, hits mostly activators; 380,000 tested, 0.007% active; HEK293 GLP-1R CRE-luciferase, luminescence, 4-6 h; cells express a hypersensitive GLP-1R form; further: potency means the concentration at half of the fitted maximal effect; % of control where 0% means no effect
An asterisk follows results filed as active; i = inactive; ? = inconclusive; · = not tested or not shown; [ ] = dose if it differs, or a comment. Unless noted, the call rests on the fitted dose curve; in most records, active means well fitted curve in the direction sought with a large enough effect; inconclusive means small, poorly fitted or top-dose-only effect, or another doubt; inactive means no such curve, though single readings can be large; an effect the other way counts as inactive or inconclusive.

smiles	HEK293 tox	IL2 activator	PI5P4K alpha inh	EPAC1 antagonist	PTHR1 ag	EPAC1 agonist	PLK1 PBD block	GLP1R inv ag	GLP-1R agonist
Cc1ccc(C(=O)N2CCN(S(=O)(=O)N3CCOCC3)CC2)cc1	7%	0.1	9	5%	-15%	11%	2%	8%	4%
O=C(/C=C/c1ccccc1)N1CCN(c2ccc([N+](=O)[O-])c(N3CCOCC3)c2)CC1	-28%	-0.6	0	-18%	i	6%	3%	?	-3%
C/C=C(\C)C(=O)NCCN1C2=NC[C@@H](C)N2C[C@H]1Cc1ccc(O)cc1	10%	-3.4	-1	-13%	-45%[inhibitor]	2%	-5%	5%	3%
O=C(O)c1cccc(NS(=O)(=O)/C=C/c2ccccc2)c1	3%	0.7	0	18%	i	6%	-5%	0%	-3%
CCCn1c(N)c(N(CCOC)C(=O)CSc2cc(C)c3cccc(C)c3n2)c(=O)[nH]c1=O	-17%	1.1	-2	6%	i	9%	-22%	-4%	17%
COc1ccc(Cl)cc1NC(=O)c1cc(S(=O)(=O)N2CCC(C)CC2)cn1C	-13%	·	·	·	-10%	·	·	9%	-3%
Cc1ccc(Nc2nc(-c3cccnc3)cs2)cc1Cl	-16%	-3.3	11	4%	-14%	6%	3%	?	-5%
COc1ccc(-c2nnc(SCC(=O)Nc3sc4c(c3C#N)CCC4)n2CC2CCCO2)cc1 (stereo not drawn)	0%	0.4	-22	-22%	-5%[57.5 µM]	17%	-6%	?	11%
Cc1nc(NC(=O)COc2ccccc2)sc1C(=O)Nc1cccc(Cl)c1	-13%	-1.7	2	7%	-11%[57.5 µM]	5%	4%	0%	-1%
COC(c1ccc(Cl)cc1)(c1ccc(Cl)cc1)C(Oc1nc(C)cc(C)n1)C(=O)O (stereo not drawn)	-10%	0.4	-5	-14%	i	10%	-6%	?	-6%
S=C(NCCN1CCOCC1)Nc1ccc(-c2nc3ccccc3[nH]2)cc1	-11%	0.9	-2	19%	-76%[inhibitor]	-6%	?	20%	-4%
Cc1ccc(C(=O)Nc2nnc(-c3ccco3)o2)cc1C	-23%	1.5	0	-4%	-16%	2%	-7%	-25%	-20%
CCN1/C(=C2\C(=O)N(C)C(=S)N2C)C=Cc2cc(OC)ccc21	5%	2.8	2	8%	i	3%	-10%	32%	6%
Cc1ccc(C2NC(=S)NC3=C2N2CCC3CC2)cc1 (stereo not drawn)	17%	-0.3	4	-5%	-10%[57.5 µM]	4%	-13%	3%	-1%
N#Cc1c(Nc2ccccc2)sc(C(=O)c2ccc(F)cc2)c1N	-5%	-2.3	-2	-22%	-18%	2%	-1%	24%	13%
COc1cc2cc(C)nc(Cc3cccc4ccccc34)c2cc1OC	0%	-1.0	1	-10%	-56%[inhibitor]	8%	-16%	?	?
CCOC(=O)c1ccc(NC(=S)NCCC2=CCCCC2)cc1	?	-3.9	-10	-18%	-39%[inhibitor]	8%	-9%	?	1%
CCOc1ccc2[nH]cc(C(=O)NCc3ccccc3)c(=O)c2c1	-14%	-0.6	-3	-27%	-39%[inhibitor]	4%	-7%	?	6%
O=C(c1cccc(S(=O)(=O)Nc2ccccc2Cl)c1)N1CCN(c2ccccc2O)CC1	-2%	0.5	-18	?	-26%	-3%	-2%	-16%	5%
COc1cccc(C(C(=O)NC2CCCC2)N(Cc2ccccc2OC)C(=O)c2ccco2)c1 (stereo not drawn)	-17%	1.4	-3	6%	i	-6%	-5%	?	-6%
O=C(O)CC1SC(=O)N(CC(=O)c2ccccc2)C1=O (stereo not drawn)	1%	1.4	-6	-5%	-44%[inhibitor]	-1%	-10%	5%	-14%
CC1CCCN(CCCNC(=O)c2ccc(CS(=O)(=O)c3c(Cl)cccc3Cl)o2)C1 (stereo not drawn)	?	-1.0	-2	-5%	i	10%	-12%	?	6%
O=C(c1cc(-c2ccccc2Cl)nc2ccccc12)N1CCN(c2ccccc2O)CC1	-25%	-5.5	-5	6%	-19%	6%	3%	?	-5%
CCC1CCc2sc(C(=O)NCC(c3ccccc3OC)N3CCCC3)cc2C1 (stereo not drawn)	?	-0.8	2	11%	i	-7%	-7%	5µM*	19%
O=C(O)Cn1nc2c3c(cccc3c1=O)-c1ccccc1-2	-28%	-2.6	-2	10%	24%	17%	-4%	10%	5%
COc1ccc(Cl)cc1C(=O)OCC(=O)Nc1sccc1C(N)=O	-4%	3.9	-13	7%	-26%	-6%	2%	18%	0%
Cc1cccc(OCCn2nc(C(=O)O)c3ccccc3c2=O)c1	-9%	0.7	-10	-6%	-14%	14%	1%	16%	16%
O=C(CNC(=O)c1cccs1)OCc1ccc(Br)cc1	-1%	2.1	8	-5%	-22%	3%	1%	9%	4%
CC1(C)CC(=NOC(=O)c2ccccc2)CC(C)(C)N1O	11%	-0.7	3	-5%	-24%	-13%	-6%	28%	0%
CSc1ncc(Cl)c(C(=O)Nc2ccc(C)c(C)c2)n1	13%	-2.2	1	2%	-13%	-13%	-7%	-24%	-5%
CCOC(=O)Nc1cc(C)c(Cl)cc1OC	-16%	-0.1	8	-8%	-2%[57.5 µM]	-7%	-2%	-17%	-7%
COc1cccc(OCC(=O)NNC(=O)c2ccc(-c3ccccc3)cc2)c1	0%	1.8	-5	15%	i	-4%	-1%	13%	-13%
COc1ccc(-c2ccc(OC)c(OC)c2OC)c(OC)c1OC	-28%	-4.5	12	2%	i	7%	-4%	?	0%
COc1cc(OC)c2c(-c3ccccc3)cc(=O)oc2c1C(CCN1CCOCC1)c1ccc(N(C)C)cc1 (stereo not drawn)	-21%	-0.7	-4	-2%	i	-1%	-19%	10%	-4%
CC(C)C[C@H]1CNC(=S)N1CC1CCCN1C[C@H](Cc1ccccc1)N1C[C@H](Cc2ccc(O)cc2)N(CC2CCCCCC2)C1=S (stereo partly drawn)	2%	-1.0	9	3%	-15%	-22%	-1%	0%	8%
O=C1C=C(c2ccc3[nH]ccc3c2)C[C@@H](c2ccc(Cl)cc2)C1	-4%	-0.3	7	-9%	i	-9%	5%	?	-1%
Cc1nn(CC2CC2)c(=O)n1-c1cccc(Cl)c1	10%	0.8	3	-1%	i	-4%	-1%	-5%	3%
Cn1c(=O)c2cc(NC(=O)Cc3ccccc3F)ccc2n1-c1ccc(C(C)(C)C)cc1	-29%	-0.5	0	-26%	-43%[inhibitor]	-17%	-5%	?	2%
CCCN(CC(=O)Nc1ccccc1C)C(=O)COC(=O)c1cnc(C)cn1	-8%	-2.2	3	3%	i	0%	3%	19%	7%
Cc1ccc(CNC(=O)CN(C(=O)C2(C)CC(=O)N=C3C=CC=CN32)c2ccccc2F)cc1 (stereo not drawn)	-7%	0.1	-1	8%	-12%	16%	-7%	-6%	4%
COc1ccc(C(=O)NCc2nnc(SCC(=O)NC3=NCCS3)n2C)cc1	0%	0.4	-5	-4%	4%	-6%	0%	-24%	0%
Cc1ccccc1C(=O)NC1CCN(CC(=O)N2CCCCC2C)CC1 (stereo not drawn)	0%	-2.5	-1	-29%	i	5%	-15%	-10%	5%
FC(F)(F)c1cccc(NC(=S)N(CCCN2CCCC2)Cc2cccn2Cc2ccc(Cl)cc2)c1	-93%	-5.7	1	?	i	-8%	-11%	6.3µM*	3%
CCOC(=O)c1ccc(-n2ccnc2)c(NC(=O)c2ccc(Cl)cc2)c1	-11%	1.6	4	-4%	i	-4%	0%	-1%	-2%
COc1ccc(NC(=O)CCNS(=O)(=O)c2ccc3c(c2)CC(C)N3C(=O)C2CC2)cc1 (stereo not drawn)	-7%	-0.5	9	-13%	-2%	11%	-24%	-3%	11%
COc1ccc(NC(=O)c2cnc(SCC(=O)NCCc3ccccc3)n(C)c2=O)cc1	4%	0.3	-4	7%	-8%	-2%	-4%	1%	-1%
NC(=O)CC(NC(=O)Cc1cccc2ccccc12)c1ccc(N2CCN(c3ccc(F)cc3)CC2)c([N+](=O)[O-])c1 (stereo not drawn)	6%	-0.5	1	4%	i	-1%	0%	17%	-5%
CCOc1ccc(NC(=O)[C@@H](NC(=O)c2ccccc2)[C@@H](C)CC)cc1	1%	-0.6	2	3%	i	-8%	-1%	?	-3%
Cc1ccccc1OCCSc1nc2ccccc2n1CCC(=O)O	9%	1.2	-4	5%	19%	10%	3%	11%	-6%
O=C(NCCO)N1c2ccccc2Sc2ccccc21	9%	2.2	3	-7%	-10%	1%	-1%	15%	1%
Cc1nn(C(=O)CCCC(=O)NCc2ccccc2)c2ccccc12	4%	0.6	-3	-22%	-11%	-4%	-11%	-6%	9%
COc1ccc(-c2ccc(NC(=O)c3ccc(Br)o3)cc2)nn1	3%	0.0	?	-19%	-8%	0%	-4%	11%	1%

Of the compounds above, these contain a nitro group on carbon:
smiles	HEK293 tox	IL2 activator	PI5P4K alpha inh	EPAC1 antagonist	PTHR1 ag	EPAC1 agonist	PLK1 PBD block	GLP1R inv ag	GLP-1R agonist
O=C(/C=C/c1ccccc1)N1CCN(c2ccc([N+](=O)[O-])c(N3CCOCC3)c2)CC1	-28%	-0.6	0	-18%	i	6%	3%	?	-3%
NC(=O)CC(NC(=O)Cc1cccc2ccccc12)c1ccc(N2CCN(c3ccc(F)cc3)CC2)c([N+](=O)[O-])c1 (stereo not drawn)	6%	-0.5	1	4%	i	-1%	0%	17%	-5%

Not all compounds are listed. The share of hits here may be higher or lower than overall.
